# Screens (PubChem BioAssay)
# ABHD5-PLIN5 inh: ABHD5-PLIN5 protein interaction inhibition; inhibition, % at 4 µM; 360,000 compounds, 0.78% hits; Q00G26+Q8WTS1; Split G. princeps luciferase complementation, luminescence, 4 h;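 active = inhibition above the mean inhibition across every tested compound plus 3 SD, cut at about 22% in these data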;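 note: 0% = DMSO only wells and the 100% control is not disclosed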
# ABCB6 inh 2: inhibitors of human ABC transporter ABCB6; 360,000 compounds, 0.19% hits; K562-ABCB6 porphyrin accumulation, flow cytometry, 1 h; active compounds read low; Q9NP58; fluorescence ratio to DMSO, % at 10 µM;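 active = fluorescence ratio to DMSO below 75%, the collection mean minus 3 SD; inconclusive = too few cells collected in the well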;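 note: signal is porphyrin accumulated inside mitochondria; 100% equals median channel fluorescence of DMSO control wells; lower ratio means ABCB6 inhibition with less porphyrin fluorescence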
# Target sequence (Q9NP58 whole entry, looked up): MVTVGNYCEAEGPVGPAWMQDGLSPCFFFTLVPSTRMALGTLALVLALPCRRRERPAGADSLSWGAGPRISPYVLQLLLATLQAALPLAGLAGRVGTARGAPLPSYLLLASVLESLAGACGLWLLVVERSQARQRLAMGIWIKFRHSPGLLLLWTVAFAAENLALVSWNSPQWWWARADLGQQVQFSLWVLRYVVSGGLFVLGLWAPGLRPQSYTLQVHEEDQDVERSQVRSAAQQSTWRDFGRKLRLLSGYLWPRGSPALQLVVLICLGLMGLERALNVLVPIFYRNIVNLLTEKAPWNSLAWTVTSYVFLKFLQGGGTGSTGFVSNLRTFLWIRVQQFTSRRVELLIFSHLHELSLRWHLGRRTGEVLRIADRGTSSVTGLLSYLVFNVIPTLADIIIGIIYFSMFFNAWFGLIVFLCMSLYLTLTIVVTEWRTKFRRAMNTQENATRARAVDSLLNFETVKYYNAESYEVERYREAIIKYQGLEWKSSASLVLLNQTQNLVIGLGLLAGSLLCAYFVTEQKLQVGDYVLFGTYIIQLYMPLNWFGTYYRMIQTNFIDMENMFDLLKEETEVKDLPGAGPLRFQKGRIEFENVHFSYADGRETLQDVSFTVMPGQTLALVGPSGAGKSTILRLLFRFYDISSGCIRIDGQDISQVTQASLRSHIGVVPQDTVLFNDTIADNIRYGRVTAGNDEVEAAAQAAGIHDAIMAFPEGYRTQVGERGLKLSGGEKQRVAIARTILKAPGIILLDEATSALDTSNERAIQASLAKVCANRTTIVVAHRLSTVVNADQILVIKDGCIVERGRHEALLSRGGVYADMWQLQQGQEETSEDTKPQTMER
# NOD2-RIPK2 inh: inhibitors of human NOD2-RIPK2 interaction; O43353; 360,000 compounds, 0.38% hits; inhibition, % at 4.98 µM; CHO BLA complementation NOD2-RIPK2, CCF4 ratio; in the data active = inhibition above about 21%;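 note: 0% = vehicle only and 100% = reference blocker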
# MC4R antagonist: blocks human MC4R cAMP signaling | AID 540295 | MC4R-expressing cells, MTII-stimulated cAMP, LANCE TR-FRET | P32245 | 360,000 compounds, 0.48% hits | inhibition, % at 6.5 µM;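 active = inhibition above its plate's cutoff, the mean of tested wells on that plate plus 3 SD, cut at about 29% in these data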;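 note: 0% = Melanotan II alone and 100% = Melanotan II plus saturating MCL0020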
#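 Material: human MC4R-expressing U2OS cells. Probe or stimulus: Melanotan II challenge. Dosing: 6.5 µM single dose. Times: 30-min compound, 1-h challenge, 1-h detection, room temperature. Technique: TR-FRET with Eu-cAMP and labeled anti-cAMP, 671 nm. Replication: singlicate.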
# MC4R barr agon: agonists of human melanocortin 4 receptor (MC4R) beta-arrestin; P32245; U2OS MC4R beta-arrestin complementation, luminescence; percent of melanotan II response, DMSO zero; activation, % at 8.9 µM; 360,000 compounds, 0.98% hits; AID 540308;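 active = activation above a per-plate cutoff, the mean activation of sample wells on that plate plus 3 SD, cut at about 8% in these data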
# Exocytosis inh: blocks lytic granule exocytosis; TALL-104 LAMP-1 surface exposure, flow cytometry; cells stimulated with thapsigargin and PMA; 360,000 compounds, 0.66% hits; AID 651702; inhibition, % at 10 µM;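 active = inhibition above about 55%, limit read from the data; inconclusive = no clear call, values can overlap the other calls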
# Vif imaging: blocks HIV Vif function; HEK293T cells, Vif self-association by quenched fluorescence, imaging, 24 h; inhibition, % at 7.49 µM; 340,000 compounds, 0.35% hits; AID 602346; in the data active = inhibition above about 50%, passing the limit was not always enough; inconclusive = no clear call, values can overlap the other calls; inactive = below about 31%; note: some results filed as inactive read as strong as hits
# Glyco luc inh: N-linked glycosylation inhibition. D54 ERlucT glycosylation luciferase reporter, 24 h; percent of 100 nM tunicamycin response. AID 588692. reporter increase, % at 12.5 µM. 360,000 compounds, 0.23% hits;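 active = mean luciferase reporter signal, scaled so untreated is 0 and the glycosylation-blocking control 100, at or above a set limit in every replicate; inconclusive = mean reaches the limit but not every replicate does; inactive = mean below the limit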;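 note: luciferase carries N-glycosylation sites so blocking glycosylation raises the light; 0% = median of neutral control wells and 100% = median of 100 nM tunicamycin wells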
# TLR9-MyD88 inh: inhibitors of human TLR9-MyD88 binding. CHO BLA complementation TLR9-MyD88, CCF4 FRET ratio. inhibition, % at 4.98 µM. 340,000 compounds, 0.21% hits. AID 504734;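 active = inhibition above the mean over all tested compounds plus 3 SD, cut at about 21% in these data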;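 note: 0% = DMSO only wells and 100% = clavulanate BLA inhibitor control wells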
# aDG glyco act: increases alpha dystroglycan glycosylation. AID 624168. 360,000 compounds, 0.22% hits. activation, % at 10 µM. Pro5-aDG cells, alpha-DG glycosylation AlphaScreen (IIH6); 0% Pro5, 100% B10-LARGE cell signal;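 active = activation of at least 8% versus controls, or a plate z-score of at least 8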;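 note: Pro5 are CHO cells carrying HIG-tagged alpha-DG that lacks glycosylation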
# The depositor's hits bear a star; ? = inconclusive; . = no result given. An excerpt (hit frequency here may not be typical).
SMILES,ABHD5-PLIN5 inh,ABCB6 inh 2,NOD2-RIPK2 inh,MC4R antagonist,MC4R barr agon,Exocytosis inh,Vif imaging,Glyco luc inh,TLR9-MyD88 inh,aDG glyco act
Cc1ccnc(NCc2ccc(Br)cc2)c1,-1,99,2,2,-0.2,-8,-1,-3,4,0.0
Cc1cc(=O)c(C(=O)O)cn1Nc1ccc(F)cc1,0,91,-4,7,-3.0,-2,6,0,-6,0.1
Clc1cc(Cl)cc(Nc2ncnc(-n3cccc3)n2)c1,6,96,-11,11,9.0*,-12,-15,4,.,0.0
Nc1cc(=O)[nH]c(SCC(=O)Nc2cccc([N+](=O)[O-])c2)n1,-4,439,-1,11,-1.5,-7,-4,0,-2,0.2
Cc1ccnc(NC(=O)c2cccc(S(=O)(=O)N3CCN(c4ccccc4)CC3)c2)c1,-10,93,-1,2,-3.9,1,-2,-16,3,0.3
CC(CCc1ccccc1)NC(=O)COC(=O)c1ccc(F)cc1 (stereo not given),-15,100,-5,11,0.3,6,-3,-1,-6,-0.2
CCOC(=O)C(C)Sc1nc(-c2cccs2)ccc1C#N (stereo not given),0,127,-10,2,-1.4,-1,11,14,-1,0.2
COCCN(C(=O)c1ccc(NC2CC2)c([N+](=O)[O-])c1)c1c(N)n(CC(C)C)c(=O)[nH]c1=O,-6,96,-17,13,-4.9,4,-3,0,-8,-0.1
Fc1ccc(Nc2ccnc(C(F)(F)F)c2)cc1,-15,97,-9,-9,-1.3,-8,-2,-2,-4,0.2
O=C(Nc1cccc2ncccc12)c1ccccc1F,-8,94,-4,20,-2.2,3,9,-1,14,1.4
CCOc1ccc(N2CC(C(=O)Nc3ccccc3F)CC2=O)cc1 (stereo not given),-4,89,-7,0,-0.4,-2,4,2,1,0.0
Cc1cc(C)cc(N2C(=O)CC(Cn3nc(C)cc3C)C2=O)c1 (stereo not given),-3,95,1,14,1.0,-2,2,1,.,-0.1
NS(=O)(=O)c1ccc(CCNC(=O)CSCC(=O)Nc2ccc(Cl)cc2)cc1,9,95,-4,2,-0.7,4,-1,2,-1,-0.3
COc1ccc(CNc2oc(COc3ccccc3)nc2C#N)cc1,5,98,8,11,1.6,2,-10,-1,6,-0.1
CCc1ccc(NC2=CC(=O)CC(c3ccco3)C2)cc1 (stereo not given),-3,95,-7,2,-2.4,5,-6,-1,-1,0.3
COc1ccc(-n2nc([N+](=O)[O-])c(=NCCC3=CCCCC3)n2O)cc1,2,94,-6,2,-0.9,-1,-3,5,8,-0.2
O=S(c1ccc2ccccc2c1)c1cnns1 (stereo not given),-5,99,13,9,-0.2,5,-3,0,11,-0.4
Cc1ccccc1NC(=O)c1ccc2c(c1)N(C)CCS2,-5,96,-3,20,-0.5,-6,10,-1,-11,0.5
CCCCc1c(-c2ccc(F)cc2F)ncn1CCc1ccccc1OC,-5,?,-2,.,.,30,.,.,.,0.2
CNC(CC(=O)c1ccc([N+](=O)[O-])cc1)C(Cl)(Cl)Cl (stereo not given),5,95,-2,4,-2.8,6,1,11,-3,-0.2
COc1cccc(C(=O)NC(=S)Nc2ccc(N(C)C)cc2)c1,-11,97,-5,5,-0.3,-2,-12,1,2,-0.3
CCc1cccc(OCC(=O)Nc2ccc(S(=O)(=O)Nc3onc(C)c3C)cc2)c1,-4,102,-5,-4,0.0,-5,23,1,1,0.0
O=C(NCC(=O)N1CCN(Cc2c(F)cccc2Cl)CC1)c1cccc(Cl)c1,-3,96,-4,4,1.1,-4,2,-3,3,0.5
O=C(C[C@H]1C[C@H](C(=O)N2CCOCC2)[C@@]2(CCC3CCCC3)c3[nH]c4ccc(Cl)cc4c3CCN2C1=O)NCc1ccco1,-3,93,-13,-4,-1.7,1,.,0,0,0.3
CC(OC(=O)CCCSc1nc2ccccc2s1)C(=O)NC(N)=O (stereo not given),3,99,-3,24,-0.3,3,3,1,-4,0.0
O=C(O)c1ccc(-c2noc(-c3cccc(C(F)(F)F)c3)n2)cc1,2,104,0,1,-0.7,-2,-7,3,0,0.4
CCC(C)(C)C1CCC2(CC1)NC(=O)N(CC(=O)NCCc1ccc(OC)c(OC)c1)C2=O (stereo not given),-6,96,2,0,-1.4,-1,-3,-1,-1,0.4
O=C(COC(=O)c1ccccc1N1C(=O)C2C3CCC(C3)C2C1=O)c1ccccc1 (stereo not given),1,99,7,-6,-2.5,-1,3,1,-1,0.0
Cc1ccc(C)c(C(=O)CCC(=O)O)c1,-15,95,-6,8,-1.6,-8,-3,1,-14,0.2
COCCNC(=O)CN1C(=O)NC2(CCOc3ccccc32)C1=O (stereo not given),-2,99,-7,19,-0.5,?,3,3,-22,-0.1

# Three entries out of the list, arranged by formula weight, largest number first:
SMILES,ABHD5-PLIN5 inh,ABCB6 inh 2,NOD2-RIPK2 inh,MC4R antagonist,MC4R barr agon,Exocytosis inh,Vif imaging,Glyco luc inh,TLR9-MyD88 inh,aDG glyco act
COc1ccc(-n2nc([N+](=O)[O-])c(=NCCC3=CCCCC3)n2O)cc1,2,94,-6,2,-0.9,-1,-3,5,8,-0.2
CNC(CC(=O)c1ccc([N+](=O)[O-])cc1)C(Cl)(Cl)Cl (stereo not given),5,95,-2,4,-2.8,6,1,11,-3,-0.2
CCOC(=O)C(C)Sc1nc(-c2cccs2)ccc1C#N (stereo not given),0,127,-10,2,-1.4,-1,11,14,-1,0.2

# The list goes on:
SMILES,ABHD5-PLIN5 inh,ABCB6 inh 2,NOD2-RIPK2 inh,MC4R antagonist,MC4R barr agon,Exocytosis inh,Vif imaging,Glyco luc inh,TLR9-MyD88 inh,aDG glyco act
O=C(NCCOc1ccccc1)C(c1ccccc1)c1ccccc1,-7,97,-3,4,-0.7,-1,.,-3,3,-0.3
Cn1c(=N)n(CC(=O)O)c2ccccc21,3,102,-3,10,0.5,0,.,2,-1,-0.1
C/C(=N\NS(=O)(=O)c1ccccc1)c1cccc(NC(=O)c2cccc(Cl)c2)c1,-2,98,-1,5,-2.7,0,2,4,6,-0.1
S=C(Nc1ccc(Oc2ccc(NC(=S)NC3CCCCC3)cc2)cc1)NC1CCCCC1,-5,100,-7,10,1.1,-2,-19,-4,0,1.0
CC(C)(C)NC(=O)NCc1cccnc1,1,105,7,5,-0.1,2,11,1,-9,-0.2
CC1(C)Oc2ccc3ccc(=O)oc3c2C[C@H]1O[C@@H]1O[C@H](CO)[C@@H](O)[C@H](O)[C@H]1O,-6,100,-8,3,-0.7,10,-2,1,-7,-0.1
O=C(CCN1CCOCC1)NCC1COc2ccccc2O1 (stereo not given),-5,104,-3,-2,-0.9,-6,4,-8,-4,-0.2
Cc1cccc(N2CC(C(=O)Nc3ccc(N4CCOCC4)cc3)CC2=O)c1C (stereo not given),-1,107,-6,3,-0.4,-2,-14,-1,-23,-0.2
CN(C(=O)COC(=O)CSc1ccc(C(N)=O)cc1[N+](=O)[O-])C1CCCCC1,2,107,1,16,-3.7,8,6,2,2,0.2
COC(C(=O)Nc1ccc(F)cc1F)c1ccccc1 (stereo not given),-2,96,-6,4,-1.5,4,-1,2,4,0.2
CCc1nnc(NC(=O)c2cc(-c3ccco3)nc3ccccc23)s1,0,95,-5,6,-1.7,1,-4,0,0,0.1
CC1CCN(C(=O)CCNS(=O)(=O)c2ccc3c(c2)c(=O)n(C)c(=O)n3C)CC1,2,97,-4,2,-0.8,2,15,2,-7,-0.2
COc1ccccc1NC(=O)Cn1cc(C(=O)C(=O)N2CCOCC2)c2ccccc21,2,97,-1,0,2.3,2,0,0,-10,-0.2
O=c1c2ccccc2ncn1Cc1ccco1,15,98,-2,1,-0.9,0,1,1,3,-0.2
O=C(COC(=O)c1ccc(Cl)c(S(=O)(=O)N2CCCC2)c1)NC1CCCCC1,-3,90,-4,5,-4.1,0,1,3,-5,-0.3
CCC(NC(=O)CCc1nnc(-c2cc(C)on2)o1)C12CC3CC(CC(C3)C1)C2 (stereo not given),0,97,-1,15,0.2,2,-1,0,-25,-0.2
COCCCn1c(=N)c(C(=O)NCC2CCCO2)cc2c(=O)n3cccc(C)c3nc21 (stereo not given),-10,86,-12,1,-3.5,0,-12,-1,-18,0.4
CCCCC(CC(O)COCC(C)C)C(=O)NN (stereo not given),-2,102,-2,13,-0.7,-12,16,2,2,0.0
CC1CCN(S(=O)(=O)c2ccc(NC(=S)NC(=O)c3ccc(Cl)cc3)cc2)CC1,-5,93,-5,6,-0.2,1,4,0,-4,-0.1
C=CCc1c(C)nc2cc(-c3ccccc3)[nH]n2c1=O,-4,99,-8,-2,0.2,-12,4,-7,-2,0.1
CCCCOc1ccc(C2C(=O)N(C3CCCCC3)CC(=O)N2CC2CCCO2)cc1 (stereo not given),1,98,4,3,-1.1,3,-1,-2,-6,0.3
CC(=O)Nc1ccc(NC(=O)CSc2nnc(N)n2-c2ccccc2)cc1,-4,101,7,4,-1.4,-1,4,2,-11,0.0
Cc1nc(-n2nnc3cc(C)c(C)cc32)c2c3c(sc2n1)CCCC3,-1,102,4,8,1.3,-1,15,-2,-2,-0.1
COc1ccc(CNC(=O)CCOc2ccc(C(C)(C)C)cc2)cc1,-10,97,11,5,3.9,1,-2,1,0,0.4
COc1cccc(CNC(=O)CCNS(=O)(=O)c2cccc3nonc23)c1,9,96,0,5,0.3,-5,0,1,-6,-0.1
O=C(COC(=O)/C=C/c1cccs1)Nc1cccc(S(=O)(=O)N2CCOCC2)c1,-8,95,7,2,-2.5,0,-12,-1,2,0.0
COc1cc(OC)cc(-c2c(-c3cccs3)c3cc(-c4ccc(OC)cc4F)ccc3n2C)c1,4,94,-7,3,-0.7,4,-8,0,-9,0.2
Cc1cccc(C)c1OCc1cc(C(=O)N2CCC(c3ccncc3)CC2)no1,5,98,-3,2,-0.9,13,-22,-7,3,6.2*
NS(=O)(=O)c1ccc(N/N=C/c2ccccn2)c([N+](=O)[O-])c1,3,100,-11,-12,-1.5,1,-6,4,-8,-0.1
COc1ccc(-c2nnn(CC(=O)N(CCCO)C(C(=O)NC3CCCC3)c3ccc(F)cc3)n2)cc1 (stereo not given),-2,96,8,25,-0.3,-6,-2,-6,1,0.3
COc1cccc(C2NC(=S)NC3=C2CCc2ccccc23)c1 (stereo not given),-7,95,-6,4,0.8,2,9,1,-5,-0.1
COc1cccc2c1OC1(C)CC2N(C(=O)c2ccco2)C(=S)N1c1ccc(F)cc1 (stereo not given),4,99,-5,9,-2.4,0,-5,10,-2,-0.1
Cc1ccc(Sc2ncnc3onc(C)c23)cc1,6,106,-5,6,-0.6,0,2,4,-5,0.5
COc1ccc(-n2nc(N)c3c(=O)oc(N(C)C)nc32)cc1,-1,99,-17,8,-2.4,-1,-2,2,8,0.2
NC(=S)N=Nc1c(O)[nH]c2c(Cl)cc(Cl)cc12,-4,94,-4,-62,1.0,-1,-27,3,-2,0.5
Cc1ccsc1/C=N/NC(=O)C1CC(=O)N(c2ccc(F)cc2)C1 (stereo not given),5,106,3,-3,-0.3,-10,0,1,2,0.2
C=CCN1C(=O)C(O)(CC(=O)c2ccc(-n3cccc3)cc2)c2ccccc21 (stereo not given),6,97,-1,3,-1.3,-1,-5,-3,8,0.4
